Screening results: PubChem, several laboratories
TDP2 inh: human TDP2 enzyme inhibitors, primary screen, biochemical, epi absorbance, recombinant enzyme; Tyrosyl-DNA phosphodiesterase 2 (Homo sapiens), O95551; T5PNP hydrolysis, p-nitrophenol absorbance 415 nm; inhibition, % at 12.8 µM; actives 0.34% (n = 370,000); AID 720702, 2013;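 active = inhibition above the mean of all tested compounds plus 3 SD, set per campaign, cut at about 25% in these data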;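 also: 0% = DMSO with enzyme and 100% = buffer with substrate but no TDP2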
Target sequence (O95551 whole entry, looked up): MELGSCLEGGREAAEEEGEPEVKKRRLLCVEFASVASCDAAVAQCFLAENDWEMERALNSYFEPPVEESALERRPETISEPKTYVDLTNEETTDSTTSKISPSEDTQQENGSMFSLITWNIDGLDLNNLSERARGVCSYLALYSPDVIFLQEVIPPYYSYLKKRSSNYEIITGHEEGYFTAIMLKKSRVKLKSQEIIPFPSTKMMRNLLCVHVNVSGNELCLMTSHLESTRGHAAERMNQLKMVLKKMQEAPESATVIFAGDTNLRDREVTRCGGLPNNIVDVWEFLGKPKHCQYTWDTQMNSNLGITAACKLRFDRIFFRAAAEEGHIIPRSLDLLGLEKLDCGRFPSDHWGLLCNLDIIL
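Read-out basis: percent inhibition. System: recombinant human TDP2. Buffer or medium: Mg2+-containing Tris-HCl buffer, pH 7.5. Repeats: single replicate. Timing: reaction 2 h, 37 °C. Benchmarks: high control without enzyme, low control DMSO plus TDP2. Probe or stimulus: 5 mM T5PNP. Doses: 12.8 µM only. Measured by: epi absorbance of p-nitrophenol freed from T5PNP by hydrolysis.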
LEDGF integ inh: blockers of LEDGF/p75-dependent integrase strand transfer – biochemical, TR-FRET, high throughput, primary screen. HIV-1 integrase (with human LEDGF/p75). TR-FRET IN-LEDGF/p75 DNA integration, Eu/Cy5. inhibition, % at 3.7 µM. actives 0.64% (n = 370,000);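 active = inhibition above the screen-wide mean plus 3 SD, cut at about 13% in these data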;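 also: signal is the Cy5 over europium emission ratio at 671 and 618 nm; 0% = plate median of compound wells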
MBD2 inh: inhibitors of MBD2 binding to methylated DNA, primary screen, biochemical, TR-FRET, DNA-binding domain, human; Methyl-CpG-binding domain protein 2 (Homo sapiens), Q9UBB5; MBD2 binding to methylated oligonucleotide; inhibition, % at 4.4 µM; actives 0.31% (n = 370,000); AID 686964, 2013; in the data active = inhibition above about 13%
HTRA1 inhibitor: HTRA1 serine protease inhibitors, primary screen, biochemical, fluorescence polarization, HTS. Q92743. recombinant HTRA1, FP-rhodamine activity-based probe. inhibition, % at 5.96 µM. actives 0.5% (n = 340,000). AID 504803, 2011; in the data active = inhibition above about 36%;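 also: 0% = enzyme with DMSO and 100% = wells lacking enzyme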
mABHD4 FP: ABHD4 inhibitors, primary screen, biochemical, fluorescence polarization, mouse; actives 0.54% (n = 370,000); (Lyso)-N-acylphosphatidylethanolamine lipase (Mus musculus), Q8VD66; purified mABHD4, FP-Rh probe fluorescence polarization; inhibition, % at 8.92 µM;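 active = inhibition exceeding the mean over every tested compound plus 3 SD, cut at about 30% in these data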;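 also: 0% = plate median of compound wells and 100% = S159A mutant with DMSO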
Target sequence (Q8VD66 whole entry, looked up): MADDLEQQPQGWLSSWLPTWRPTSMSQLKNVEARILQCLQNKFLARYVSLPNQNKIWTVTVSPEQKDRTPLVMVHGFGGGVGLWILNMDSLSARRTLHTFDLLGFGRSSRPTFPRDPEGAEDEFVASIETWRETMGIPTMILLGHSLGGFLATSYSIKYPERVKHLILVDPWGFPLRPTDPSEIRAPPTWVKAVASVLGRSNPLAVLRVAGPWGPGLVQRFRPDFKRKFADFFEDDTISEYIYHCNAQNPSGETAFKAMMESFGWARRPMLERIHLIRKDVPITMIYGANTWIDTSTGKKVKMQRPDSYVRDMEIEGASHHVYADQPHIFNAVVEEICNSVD
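Material: mouse ABHD4 enzyme, wild type; Benchmarks: S159A mutant high control, sample median low control; Buffer or medium: HEPES pH 7.0, NaCl, Pluronic buffer; Signal: fluorescence polarization; Read-out: percent inhibition of probe binding, normalized to plate controls; Timing: pre-incubation 45 min, probe exposure 60 min, at 25 °C; Dosing: 8.92 µM, single dose.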
TCR CD3 inh: inhibitors of human TCR-CD3 interaction, primary screen, biochemical, fluorescence, TAMRA-labeled TCR probe | actives 0.37% (n = 360,000) | T-cell receptor (TCR) | inhibition, % at 9.4 µM; in the data active = inhibition above about 19%;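 also: recombinant mutant TCR 2C K166C tagged with TAMRA read by polarization; 0% = receptor in buffer alone and 100% = receptor with positive control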
rCAG RNA binder: binders of r(CAG) RNA repeats, primary screen, biochemical, fluorescence | r(CAG) RNA repeat, TO-PRO-1 dye displacement fluorescence | inhibition, % at 3 µM | actives 1.3% (n = 370,000) | AID 651821, 2012;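 active = inhibition above the plate cutoff, the mean of all test compounds on that plate plus 3 SD, cut at about 35% in these data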;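 also: 0% = DMSO alone and 100% = 100 µM mitoxantrone as full dye displacement; higher means more dye released from RNA so lower well fluorescence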
PRMT1 inh: PRMT1 methyltransferase inhibitors, primary screen, biochemical, fluorescence polarization; recombinant PRMT1, activity-based probe fluorescence polarization; actives 1.3% (n = 370,000); AID 652257, 2013; inhibition, % at 2.79 µM; Protein arginine N-methyltransferase 1 (Homo sapiens), Q99873;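 active = inhibition above about 21% made by adding two undisclosed values, limit read from the data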
Target sequence (Q99873 whole entry, looked up): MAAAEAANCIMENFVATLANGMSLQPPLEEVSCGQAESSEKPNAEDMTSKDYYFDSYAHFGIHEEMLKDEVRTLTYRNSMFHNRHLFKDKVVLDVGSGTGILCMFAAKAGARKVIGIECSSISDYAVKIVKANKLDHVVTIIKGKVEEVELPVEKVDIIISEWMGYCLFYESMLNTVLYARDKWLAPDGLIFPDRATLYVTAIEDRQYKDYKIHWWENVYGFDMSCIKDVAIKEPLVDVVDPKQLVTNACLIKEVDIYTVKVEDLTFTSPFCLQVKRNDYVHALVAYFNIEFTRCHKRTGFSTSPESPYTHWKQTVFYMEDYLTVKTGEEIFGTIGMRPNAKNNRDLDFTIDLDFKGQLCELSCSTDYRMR
SIAE primary: human SIAE inhibitors, primary screen, biochemical, fluorescence polarization, FP-Rh probe, 1536-well HTS. Sialate O-acetylesterase (Homo sapiens), Q9HAT2. SIAE FP-Rh probe binding. inhibition, % at 9.66 µM. actives 0.69% (n = 370,000);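 active = inhibition above a cutoff: mean of compounds within the control limits plus 3 SD of those, cut at about 17% in these data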;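 also: 0% = plate median of compound wells and 100% = probe without SIAE protein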
GC-B act: human GC-B receptor activators, primary screen, HEK293 GC-B cells, cGMP TR-FRET, EC30 CNP | Atrial natriuretic peptide receptor 2 (Homo sapiens), P20594 | 0% at EC30 CNP, 100% saturating CNP | activation, % at 10 µM | actives 0.11% (n = 370,000);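 active = activation at 10 µM reaching about 35% in either raw or pattern-adjusted values, limit read from the data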
Starred values were filed as active, the others as inactive. Some of the compounds tested; count on the stated rates, not on these rows.

Screening COc1ccc(C(=O)C[n+]2cccc(C(N)=O)c2)cc1 returned TDP2 inh -5, LEDGF integ inh -5, MBD2 inh -7, HTRA1 inhibitor 7, mABHD4 FP 6, TCR CD3 inh -6, rCAG RNA binder 1, PRMT1 inh 6, SIAE primary -9 and GC-B act 0.
For COCCn1nnnc1C(C(C)C)N(Cc1cccnc1)Cc1ccccc1Cl (stereo unspecified) the results were TDP2 inh -9, LEDGF integ inh 1, MBD2 inh -2, HTRA1 inhibitor -8, mABHD4 FP 1, TCR CD3 inh -2, rCAG RNA binder -5, PRMT1 inh 1, SIAE primary 3 and GC-B act -15.
For Cc1ccc(S(=O)(=O)N2CCN(S(C)(=O)=O)C2c2ccccc2)cc1 (stereo unspecified) the results were TDP2 inh 5, LEDGF integ inh 0, MBD2 inh -4, HTRA1 inhibitor 0, mABHD4 FP -1, TCR CD3 inh 6, rCAG RNA binder -5, PRMT1 inh 0, SIAE primary 5 and GC-B act 1.
Screening Cc1cc(C(=O)N/N=C/c2cccc([N+](=O)[O-])c2)c2ccccc2n1 returned TDP2 inh -2, LEDGF integ inh 3, MBD2 inh -3, HTRA1 inhibitor -3, mABHD4 FP 4, TCR CD3 inh -5, rCAG RNA binder 2, PRMT1 inh 1, SIAE primary 3 and GC-B act 8.
For COc1ccc(/C=C/C(=O)NC(C)C)cc1Br the results were TDP2 inh -2, LEDGF integ inh 0, MBD2 inh -3, HTRA1 inhibitor -3, mABHD4 FP 0, TCR CD3 inh -2, rCAG RNA binder 3, PRMT1 inh 1, SIAE primary 2 and GC-B act 0.
COC(=O)c1cccc(NC(=O)CSCc2ccccc2)c1 was read as TDP2 inh -4, LEDGF integ inh 2, MBD2 inh -3, HTRA1 inhibitor -3, mABHD4 FP 6, TCR CD3 inh 1, rCAG RNA binder -4, PRMT1 inh 4, SIAE primary -5 and GC-B act -1.
Screening CCOC(=O)COc1nc2ccc(Br)cc2c(-c2ccccc2)c1C(C)=O returned TDP2 inh -18, LEDGF integ inh 6, MBD2 inh 3, HTRA1 inhibitor -4, mABHD4 FP -12, TCR CD3 inh -1, rCAG RNA binder -6, PRMT1 inh -7, SIAE primary -7 and GC-B act 2.
Screening NNC(=O)CCCNc1ncc(C(F)(F)F)cc1Cl returned TDP2 inh -9, LEDGF integ inh 2, MBD2 inh -2, HTRA1 inhibitor 1, mABHD4 FP -5, TCR CD3 inh 5, rCAG RNA binder -1, PRMT1 inh -3, SIAE primary 3 and GC-B act 6.
`Cc1nnc(Cc2ccco2)c2n[nH]c(C)c12` gave TDP2 inh -5, LEDGF integ inh 5, MBD2 inh 2, HTRA1 inhibitor 9, mABHD4 FP 10, TCR CD3 inh 16, rCAG RNA binder 14, PRMT1 inh 8, SIAE primary 3 and GC-B act -10.
`COc1ccc(NC(=O)CN(C)CC(=O)N(C)C2(C#N)CCC(C)CC2)cc1` (stereo unspecified) gave TDP2 inh -5, LEDGF integ inh -1, MBD2 inh -1, HTRA1 inhibitor 13, mABHD4 FP 2, TCR CD3 inh 3, rCAG RNA binder 0, PRMT1 inh -4, SIAE primary 1 and GC-B act 1.
For COc1ccc(CCC(=O)NC2CCC(C)CC2)cc1 (stereo unspecified) the results were TDP2 inh 10, LEDGF integ inh 3, MBD2 inh -2, HTRA1 inhibitor -1, mABHD4 FP -4, TCR CD3 inh 5, rCAG RNA binder -4, PRMT1 inh 9, SIAE primary 2 and GC-B act 2.
For CC(Nc1ccc2ccccc2c1)C(=O)N/N=C/c1ccncc1 (stereo unspecified) the results were TDP2 inh 11, LEDGF integ inh 2, MBD2 inh -8, HTRA1 inhibitor 7, mABHD4 FP 12, TCR CD3 inh 12, rCAG RNA binder 6, PRMT1 inh 2, SIAE primary 3 and GC-B act 3.

Looked up by compound from above:
For COc1ccc(/C=C/C(=O)NC(C)C)cc1Br the results were TDP2 inh -2, LEDGF integ inh 0, MBD2 inh -3, HTRA1 inhibitor -3, mABHD4 FP 0, TCR CD3 inh -2, rCAG RNA binder 3, PRMT1 inh 1, SIAE primary 2 and GC-B act 0.
For COc1ccc(CCC(=O)NC2CCC(C)CC2)cc1 (stereo unspecified) the results were TDP2 inh 10, LEDGF integ inh 3, MBD2 inh -2, HTRA1 inhibitor -1, mABHD4 FP -4, TCR CD3 inh 5, rCAG RNA binder -4, PRMT1 inh 9, SIAE primary 2 and GC-B act 2.

(listing goes on)
`COC1CC(NC(C)=O)C(OC(=O)c2ccccc2)C(CBr)O1` (stereo unspecified) gave TDP2 inh -3, LEDGF integ inh 1, MBD2 inh -1, HTRA1 inhibitor 4, mABHD4 FP 1, TCR CD3 inh 3, rCAG RNA binder 2, PRMT1 inh -2, SIAE primary -3 and GC-B act 1.
N#CC[C@H](Cc1ccccc1)N1CCN(Cc2ccccc2)CCC1=O was read as TDP2 inh 5, LEDGF integ inh 1, MBD2 inh 1, HTRA1 inhibitor 7, mABHD4 FP 3, TCR CD3 inh -1, rCAG RNA binder -6, PRMT1 inh 2, SIAE primary 3 and GC-B act 5.
Screening COC(=O)Nc1ccc(S(=O)(=O)N2CCCC(C(=O)N3CCOCC3)C2)cc1 (stereo unspecified) returned TDP2 inh -8, LEDGF integ inh 2, MBD2 inh 0, HTRA1 inhibitor -1, mABHD4 FP -3, TCR CD3 inh 5, rCAG RNA binder -1, PRMT1 inh -1, SIAE primary -2 and GC-B act 3.
O=C(CCc1ccccc1)NNC(=O)c1ccc(Cl)cc1 was read as TDP2 inh -13, LEDGF integ inh -2, MBD2 inh -2, HTRA1 inhibitor 3, mABHD4 FP 3, TCR CD3 inh 5, rCAG RNA binder 3, PRMT1 inh -3, SIAE primary -1 and GC-B act 0.
COCCCNC(=O)c1nc2ccccc2c(=O)n1NC(=O)Nc1c(Cl)cccc1Cl was read as TDP2 inh 7, LEDGF integ inh 4, MBD2 inh -10, HTRA1 inhibitor 5, mABHD4 FP 2, TCR CD3 inh 9, rCAG RNA binder -1, PRMT1 inh -2, SIAE primary 15 and GC-B act 1.
`O=C(Nc1c[nH]c(=O)[nH]c1=O)OCc1ccccc1` gave TDP2 inh 3, LEDGF integ inh -2, MBD2 inh 5, HTRA1 inhibitor 4, mABHD4 FP 5, TCR CD3 inh -1, rCAG RNA binder -1, PRMT1 inh 3, SIAE primary 3 and GC-B act 1.
`CC1(C)CC(=O)C(C2(O)C(=O)Nc3ccccc32)CO1` (stereo unspecified) gave TDP2 inh 18, LEDGF integ inh -2, MBD2 inh -5, HTRA1 inhibitor -2, mABHD4 FP 6, TCR CD3 inh -2, rCAG RNA binder -2, PRMT1 inh -1, SIAE primary 3 and GC-B act 5.
`N#CCSc1nc2sc3c(c2c(=O)n1C1CCCCC1)CCCC3` gave TDP2 inh -2, LEDGF integ inh 0, MBD2 inh 0, HTRA1 inhibitor -1, mABHD4 FP 2, TCR CD3 inh -2, rCAG RNA binder -2, PRMT1 inh 0, SIAE primary -1 and GC-B act -7.
For COc1ccc(-c2csc3ncnc(N4CCN(S(=O)(=O)c5cccs5)CC4)c23)cc1 the results were TDP2 inh 0, LEDGF integ inh -2, MBD2 inh 0, HTRA1 inhibitor -24, mABHD4 FP -4, TCR CD3 inh 5, rCAG RNA binder 3, PRMT1 inh -2, SIAE primary -12 and GC-B act -5.
For Cc1ccc(C(=O)N(Cc2ccccc2)C(C)(C)C)cc1C the results were TDP2 inh -2, LEDGF integ inh -2, MBD2 inh 0, HTRA1 inhibitor -11, mABHD4 FP -3, TCR CD3 inh 1, rCAG RNA binder -2, PRMT1 inh -1, SIAE primary -1 and GC-B act -15.
For CC(C)CNC(=O)OCc1cn(Cc2cc(F)cc(F)c2)nn1 the results were TDP2 inh 2, LEDGF integ inh 4, MBD2 inh -6, mABHD4 FP 4, rCAG RNA binder -3, PRMT1 inh -5, SIAE primary -1 and GC-B act 0.
For COc1cc(-c2nnc(SCC(=O)/C(C#N)=C(\C)N)o2)cc(OC)c1OC the results were TDP2 inh -4, LEDGF integ inh -8, MBD2 inh 1, HTRA1 inhibitor 4, mABHD4 FP 2, TCR CD3 inh -1, rCAG RNA binder -1, PRMT1 inh 4, SIAE primary 1 and GC-B act 4.
For CC1CCc2[nH]c3ccc(C(=O)N(C)CC(=O)Nc4ccccc4Br)cc3c2C1 (stereo unspecified) the results were TDP2 inh -13, LEDGF integ inh -1, MBD2 inh -10, HTRA1 inhibitor -24, mABHD4 FP 4, TCR CD3 inh 12, rCAG RNA binder -2, PRMT1 inh -2, SIAE primary 5 and GC-B act 3.
C/C(=N/NC(=O)CNC(=O)/C=C/c1ccccc1)c1ccco1 was read as TDP2 inh 13, LEDGF integ inh 1, MBD2 inh 2, HTRA1 inhibitor -8, mABHD4 FP 2, TCR CD3 inh 7, rCAG RNA binder 2, PRMT1 inh 2, SIAE primary 2 and GC-B act -1.
CCOC(=O)c1c(C)[nH]c(C)c1C(=O)COC(=O)c1nn(CC)c(=O)c2ccccc12 was read as TDP2 inh 2, LEDGF integ inh 2, MBD2 inh 2, HTRA1 inhibitor 2, mABHD4 FP -1, TCR CD3 inh 2, rCAG RNA binder 0, PRMT1 inh 0, SIAE primary 10 and GC-B act 0.
`Cc1cc(C)n(C(=O)Cc2cn3ccsc3n2)n1` gave TDP2 inh -6, LEDGF integ inh -2, MBD2 inh -3, HTRA1 inhibitor 7, mABHD4 FP 1, TCR CD3 inh 5, rCAG RNA binder 0, PRMT1 inh -2, SIAE primary -1 and GC-B act 0.
Screening O=C(NCc1ccc(F)cc1)c1cc(-c2cccs2)on1 returned TDP2 inh -6, LEDGF integ inh -3, MBD2 inh 1, HTRA1 inhibitor -8, mABHD4 FP -7, TCR CD3 inh 4, rCAG RNA binder 1, PRMT1 inh -2, SIAE primary -4 and GC-B act -1.
CC(C)NC(=O)NC(=O)COC(=O)C1CCCN1C(=O)c1cccs1 (stereo unspecified) was read as TDP2 inh 11, LEDGF integ inh -3, MBD2 inh -4, HTRA1 inhibitor 2, mABHD4 FP -2, TCR CD3 inh 6, rCAG RNA binder -4, PRMT1 inh 2, SIAE primary -2 and GC-B act 2.
Screening O=C(NCC1CCCO1)c1ccc(/C=N/O)nc1 (stereo unspecified) returned TDP2 inh -2, LEDGF integ inh 7, MBD2 inh 2, HTRA1 inhibitor -10, mABHD4 FP -3, TCR CD3 inh 7, rCAG RNA binder 5, PRMT1 inh 2, SIAE primary 1 and GC-B act 6.
